# Bioassay records as filed in PubChem BioAssay.
# PME-1 primary = PME-1 inhibitors via competitive probe labeling, primary screen, biochemical, fluorescence polarization, FP-Rh probe, HTS; recombinant PME-1; inhibition, % at 5.9 µM; actives 0.53% (n = 320,000); Protein phosphatase methylesterase 1 (Homo sapiens), Q9Y570;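 active means inhibition above the campaign mean of all compounds plus 3 SD, cut at about 26% in these data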;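 further: competitive labeling of PME-1 active site by serine hydrolase directed probe; 0% = PME-1 with DMSO and 100% = wells lacking PME-1 enzyme; inhibitors block probe labeling so polarization falls and inhibition rises; many of its hits are not listed in these tables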
# Target sequence (Q9Y570 whole entry, looked up): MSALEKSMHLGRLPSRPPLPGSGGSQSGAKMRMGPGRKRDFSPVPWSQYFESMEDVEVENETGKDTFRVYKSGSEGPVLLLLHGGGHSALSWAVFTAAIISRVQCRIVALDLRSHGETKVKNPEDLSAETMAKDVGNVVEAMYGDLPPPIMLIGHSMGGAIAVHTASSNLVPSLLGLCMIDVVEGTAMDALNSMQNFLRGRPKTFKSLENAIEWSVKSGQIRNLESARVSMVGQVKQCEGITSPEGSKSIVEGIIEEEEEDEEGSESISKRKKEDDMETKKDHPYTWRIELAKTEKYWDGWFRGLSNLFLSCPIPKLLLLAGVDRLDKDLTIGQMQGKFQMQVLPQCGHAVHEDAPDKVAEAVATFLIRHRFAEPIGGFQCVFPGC
# LYPLA1 counter = LYPLA1 inhibitors, primary screen, counter-screen for PME1 inhibitor project, biochemical, fluorescence polarization, FP-Rh probe ABPP; inhibition, % at 5.9 µM; Acyl-protein thioesterase 1 (Homo sapiens), O75608; actives 0.16% (n = 320,000); recombinant LYPLA1;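 active means inhibition above the mean of all tested compounds plus 3 SD, set per campaign, cut at about 14% in these data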;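 further: inhibitors block serine hydrolase probe labeling of LYPLA1 so polarization falls; 0% = enzyme with DMSO and 100% = wells lacking LYPLA1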
# Target sequence (O75608 whole entry, looked up): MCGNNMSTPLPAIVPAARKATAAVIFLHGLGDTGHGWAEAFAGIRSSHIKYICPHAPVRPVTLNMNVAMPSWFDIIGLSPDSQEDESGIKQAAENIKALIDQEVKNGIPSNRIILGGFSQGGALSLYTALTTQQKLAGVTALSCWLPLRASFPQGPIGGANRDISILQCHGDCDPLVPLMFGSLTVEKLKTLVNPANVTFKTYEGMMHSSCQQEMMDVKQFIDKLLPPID
# PAFAH2 FP inh = PAFAH2 enzyme inhibitors, primary screen, biochemical, fluorescence polarization, human; inhibition, % at 3.39 µM; recombinant PAFAH2, FP-rhodamine activity probe; AID 492956, 2010; Platelet-activating factor acetylhydrolase 2, cytoplasmic (Homo sapiens), Q99487; actives 0.99% (n = 340,000);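 active means inhibition above the mean over all tested compounds plus 3 SD, cut at about 30% in these data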;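 further: inhibitors block probe labeling of enzyme so polarization drops; 0% = enzyme with DMSO and 100% = wells lacking PAFAH2 protein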
# PAFAH1B3 inh = PAFAH1B3 enzyme inhibitors, primary screen, biochemical, fluorescence polarization, human; Platelet-activating factor acetylhydrolase IB subunit alpha1 (Homo sapiens), Q15102; recombinant PAFAH1B3, FP-rhodamine probe; inhibition, % at 3.39 µM; actives 0.28% (n = 340,000);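 active means inhibition above the screen-wide average of all tested compounds plus 3 SD, cut at about 25% in these data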;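 further: 0% = enzyme with DMSO only and 100% = wells lacking PAFAH1B3 protein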
# PAD4 inh = human PAD4 inhibitors, primary screen, biochemical, fluorescence polarization, 1536-well format. inhibition, % at 6.36 µM. recombinant PAD4, RCA probe fluorescence polarization. AID 485272, 2010. actives 0.41% (n = 330,000). Protein-arginine deiminase type-4 (Homo sapiens), Q9UM07;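 active means percent inhibition above a cutoff equal to the mean of all tested compounds plus 3 SD, cut at about 15% in these data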;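 further: 0% = PAD4 with RCA probe and DMSO and 100% = probe without PAD4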
# PAFAH1B2 FP inh = PAFAH1B2 enzyme inhibitors, primary screen, biochemical, fluorescence polarization, human | Platelet-activating factor acetylhydrolase IB subunit alpha2 (Homo sapiens), P68402 | recombinant PAFAH1B2, FP-rhodamine activity probe | inhibition, % at 3.39 µM | actives 1.2% (n = 340,000) | AID 492953, 2010;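 active means inhibition above the mean of all tested compounds plus 3 SD, cut at about 24% in these data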;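 further: 0% = enzyme with DMSO and 100% = wells lacking PAFAH1B2; many of its hits are not listed in these tables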
# pPAFAH FP inh = pPAFAH enzyme inhibitors, primary screen, biochemical, fluorescence polarization, human. recombinant pPAFAH, FP-rhodamine probe fluorescence polarization. inhibition, % at 3.39 µM. actives 1.5% (n = 330,000);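 active means inhibition above the mean inhibition across the screen plus 3 SD, cut at about 25% in these data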;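 further: inhibitors block binding of the rhodamine activity-based probe so polarization drops; 0% = enzyme with DMSO and 100% = wells lacking pPAFAH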
# Target sequence (Q13093 whole entry, looked up): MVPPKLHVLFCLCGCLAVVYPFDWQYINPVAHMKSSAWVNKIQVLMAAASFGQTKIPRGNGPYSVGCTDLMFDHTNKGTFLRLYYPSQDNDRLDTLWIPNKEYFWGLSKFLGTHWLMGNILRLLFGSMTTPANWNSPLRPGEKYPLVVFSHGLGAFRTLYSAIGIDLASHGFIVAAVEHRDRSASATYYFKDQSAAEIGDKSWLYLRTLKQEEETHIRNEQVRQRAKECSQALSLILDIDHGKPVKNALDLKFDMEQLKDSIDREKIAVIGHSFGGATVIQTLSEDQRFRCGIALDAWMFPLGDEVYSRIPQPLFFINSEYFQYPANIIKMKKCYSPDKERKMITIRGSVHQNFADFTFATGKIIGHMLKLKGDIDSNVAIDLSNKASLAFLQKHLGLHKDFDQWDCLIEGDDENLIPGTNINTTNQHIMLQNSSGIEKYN
# GSTO1 inh = inhibitors of recombinant GSTO1, primary screen, counter-screen for RBBP9 inhibitor project, biochemical, fluorescence polarization | Glutathione S-transferase omega-1 (Homo sapiens), P78417 | activity-based probe fluorescence polarization | inhibition, % at 5.96 µM | actives 1.1% (n = 300,000);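 active means inhibition above the campaign mean inhibition plus 3 SD, cut at about 35% in these data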;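 further: 0% = GSTO1-1 with DMSO and 100% = wells lacking GSTO1-1 enzyme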
# Fam108B counter = mouse Fam108B serine hydrolase inhibitors, primary screen, counter-screen for RBBP9 inhibitor project, biochemical, fluorescence polarization. actives 0.33% (n = 300,000). inhibition, % at 9.51 µM. recombinant Fam108B, FP-Rh probe fluorescence polarization;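 active means inhibition above the screen mean inhibition plus 3 SD, computed separately per campaign, cut at about 18% in these data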;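 further: inhibitors lower polarization as less probe binds the enzyme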
# The depositor's hits bear a star; . = not tested or not shown. Some of the compounds tested, so the mix of outcomes need not match the whole.
SMILES,PME-1 primary,LYPLA1 counter,PAFAH2 FP inh,PAFAH1B3 inh,PAD4 inh,PAFAH1B2 FP inh,pPAFAH FP inh,GSTO1 inh,Fam108B counter
Cc1ccc(/C=N/NC(=O)c2cccc(S(=O)(=O)Nc3cccc(Cl)c3)c2)o1,-13,-5,-12,-1,-3,-7,0,-5,-5
O=C(NNC(=O)C1CCC(C(=O)NNC(=O)c2cccs2)CC1)c1cccs1 (stereo not drawn),-6,1,-8,3,3,0,-2,8,-7
Cc1noc(C)c1NC(=O)N(C)C[C@H]1Oc2ccc(NC(=O)NC(C)C)cc2C(=O)N([C@H](C)CO)C[C@H]1C,.,.,11,5,-6,2,-9,.,.
O=C(CNC(=O)c1ccccc1F)N/N=C/c1ccco1,-8,0,-11,0,1,6,-2,-4,-2
CC1=CC(C)C(C(=O)O)C(C(=O)O)C1 (stereo not drawn),-7,-2,-8,8,2,6,0,5,3
N#C[C@@H]1N(Cc2ccccc2)C(=O)[C@H]2CC3C=CC21O3 (stereo partly drawn),0,4,-2,2,-3,4,-2,6,6
O=C(NCc1n[nH]c(=S)n1-c1ccc(F)cc1)c1ccc(S(=O)(=O)N2CCCCC2)cc1,0,-2,-9,0,2,24,1,4,1
CCCn1c(=O)c(C(=O)NCc2ccccc2)c(O)c2ccccc21,0,0,-4,8,-4,1,6,7,1
COCCCN=CC1=C(O)CC(C)(C)CC1=O,-9,-6,-2,3,-2,0,-6,3,3
Cn1c(SCc2nc(-c3ccccc3)no2)nnc1-c1ccco1,4,-2,0,8,-1,0,5,12,1
CC(C)c1ccc(/C=C/C(=O)n2nnc3ccccc32)cc1,-3,-3,-7,-2,-2,1,4,-10,-13
Cc1cccc(NC(=O)Nc2ccc(C#N)cc2)n1,0,-4,0,13,-3,2,6,-10,-1
CCCN(CC(=O)Nc1ccccc1OC)C(=O)c1ccncc1,0,1,-2,0,-6,-1,0,-1,0
Cn1cc(Br)c(C(=O)N/N=C/c2cccc(OC3CSC3)c2)n1,-5,-1,13,-7,-1,5,-5,-1,-1
CN1CC=C2C(C#N)=C(N)C(C#N)(C#N)C(Cc3ccccc3)C2C1 (stereo not drawn),2,6,3,-4,4,6,14,4,2
Cc1oc(-c2ccccc2F)nc1CS(=O)(=O)CC(=O)NC1CCCC(C)C1C (stereo not drawn),10,-1,-3,2,3,1,4,-4,-3
COc1ccc(S(=O)(=O)N2CCCCC2)cc1NCC(=O)Nc1ccc(C)cc1,8,-1,3,-1,0,9,4,3,-1
Cc1ccc2cc3cc(C(=O)N4CCCCCC4)oc3nc2c1,-8,-2,6,11,-4,3,12,-4,2
O=C(Nc1ccccc1)N1CCCN(c2ccc(C(F)(F)F)cn2)CC1,1,-2,7,1,-3,-4,1,-18,0
CCCCCSc1nc2c(c(=O)[nH]c(=O)n2C)n1C(C)C,-5,1,0,2,2,-1,4,0,1
COC(=O)Cn1c(=O)c2c(nc3n2CCCN3CCc2ccccc2)n(C)c1=O,4,2,-1,2,-3,0,2,-6,3
CCOc1ccc(C2Nc3cccc4cccc(c34)N2)cc1OC,5,-9,9,9,-3,-1,-2,45*,25*
CC1CN(C(=O)COC(=O)c2ccc(F)cc2Cl)CC(C)O1 (stereo not drawn),4,-1,2,9,0,13,4,1,-1
C=CCn1c(=O)c2c3c(sc2n2c(Nc4ccc(OC)cc4)nnc12)CCCC3,5,-1,1,1,-2,4,4,8,3
CCOC(=O)c1ccc2nc(NC(=O)C(C)C)sc2c1,2,-4,5,2,-1,4,3,-2,0
COc1ccc(NC(=S)NC(=O)c2ccc3c(c2)OCCO3)cc1,.,.,-10,5,-1,0,1,.,.
CCCCCCCCCCCCCCCC(=O)OC/C=C(C)/C=C/C=C(C)/C=C/C1=C(C)CCCC1(C)C,-9,2,13,-1,-3,5,26*,-5,-3
CCN(CC)c1nc2c(c(=O)[nH]c(=O)n2C)n1Cc1ccccc1Cl,3,-6,5,4,1,3,2,-6,4
Cc1ccc(Cl)cc1N1CCN(S(=O)(=O)c2cccc(S(=O)(=O)N3CCCC3)c2)CC1,4,-5,-10,-5,4,5,0,-3,3
CCOc1cc(S(=O)(=O)N2CCN(Cc3ccccc3)CC2)ccc1Br,2,-5,9,2,2,2,-2,-5,-5

# An excerpt of these results, with bars between the fields.
Compound | PME-1 primary | LYPLA1 counter | PAFAH2 FP inh | PAFAH1B3 inh | PAD4 inh | PAFAH1B2 FP inh | pPAFAH FP inh | GSTO1 inh | Fam108B counter
Cc1oc(-c2ccccc2F)nc1CS(=O)(=O)CC(=O)NC1CCCC(C)C1C (stereo not drawn) | 10 | -1 | -3 | 2 | 3 | 1 | 4 | -4 | -3
COc1ccc(S(=O)(=O)N2CCCCC2)cc1NCC(=O)Nc1ccc(C)cc1 | 8 | -1 | 3 | -1 | 0 | 9 | 4 | 3 | -1
Cc1ccc2cc3cc(C(=O)N4CCCCCC4)oc3nc2c1 | -8 | -2 | 6 | 11 | -4 | 3 | 12 | -4 | 2
O=C(Nc1ccccc1)N1CCCN(c2ccc(C(F)(F)F)cn2)CC1 | 1 | -2 | 7 | 1 | -3 | -4 | 1 | -18 | 0
CCCCCSc1nc2c(c(=O)[nH]c(=O)n2C)n1C(C)C | -5 | 1 | 0 | 2 | 2 | -1 | 4 | 0 | 1
COC(=O)Cn1c(=O)c2c(nc3n2CCCN3CCc2ccccc2)n(C)c1=O | 4 | 2 | -1 | 2 | -3 | 0 | 2 | -6 | 3
CCOc1ccc(C2Nc3cccc4cccc(c34)N2)cc1OC | 5 | -9 | 9 | 9 | -3 | -1 | -2 | 45* | 25*
CC1CN(C(=O)COC(=O)c2ccc(F)cc2Cl)CC(C)O1 (stereo not drawn) | 4 | -1 | 2 | 9 | 0 | 13 | 4 | 1 | -1
C=CCn1c(=O)c2c3c(sc2n2c(Nc4ccc(OC)cc4)nnc12)CCCC3 | 5 | -1 | 1 | 1 | -2 | 4 | 4 | 8 | 3
CCOC(=O)c1ccc2nc(NC(=O)C(C)C)sc2c1 | 2 | -4 | 5 | 2 | -1 | 4 | 3 | -2 | 0
COc1ccc(NC(=S)NC(=O)c2ccc3c(c2)OCCO3)cc1 | . | . | -10 | 5 | -1 | 0 | 1 | . | .
CCCCCCCCCCCCCCCC(=O)OC/C=C(C)/C=C/C=C(C)/C=C/C1=C(C)CCCC1(C)C | -9 | 2 | 13 | -1 | -3 | 5 | 26* | -5 | -3

# New compounds follow
SMILES,PME-1 primary,LYPLA1 counter,PAFAH2 FP inh,PAFAH1B3 inh,PAD4 inh,PAFAH1B2 FP inh,pPAFAH FP inh,GSTO1 inh,Fam108B counter
CCCCOc1ccc(/C(O)=C2/C(=O)C(=O)N(CCCOC)C2c2ccncc2)cc1C (stereo not drawn),-4,3,7,1,1,3,5,7,-1
COc1cccc(C(=O)OCC(=O)NCCCc2ccccc2)c1,1,1,17,6,3,5,21,-1,0
Cc1ccc(C)c(OCCC(=O)OCC(=O)NNC(=O)c2ccccc2)c1,2,-2,0,3,-2,2,31*,.,.
CC1CCN(C(=O)COC(=O)c2cc(Cl)cc(Cl)c2N)CC1,2,0,2,9,-5,4,1,8,1
Cc1cc(C)nc(N2CCC(C(=O)Nc3cccc(C(F)(F)F)c3)CC2)n1,3,0,0,12,3,-2,0,-1,4
Cn1c(CNC(=O)CNC(=O)c2ccc(C(C)(C)C)cc2)cc(=O)n(C)c1=O,-3,0,0,5,-2,-1,8,7,1
O=C(NCC(c1ccc(F)cc1)N1CCOCC1)c1ccccc1F (stereo not drawn),-6,4,1,12,-6,6,-1,5,2
Cc1cccc(OCC(O)Cn2c(=N)n(CCN3CCOCC3)c3ccccc32)c1 (stereo not drawn),-3,0,3,8,-2,6,1,4,4
CCN(CC)c1ccc(N=Cc2ccc(N(CC)CC)cc2O)cc1,-4,0,-1,4,17*,1,29*,57*,4
O=C(CSc1cc(Cl)ccc1Cl)NCCN1C(=O)CSC1=O,.,.,2,-2,-4,5,10,.,.
Cc1ccc(N(C)S(=O)(=O)c2csc(C(N)=O)c2)cc1C,3,1,0,-1,2,6,0,4,4
O=C(CCC(=O)N(CC(=O)NC1CCCCC1)Cc1cccs1)Nc1ccccn1,3,0,7,2,-3,3,2,7,-3
CSCC[C@H](NC(=O)OC(C)(C)C)c1nnc(SCC(N)=O)o1,5,0,5,-1,2,-1,2,6,6
O=c1cc(CCl)nc2sc3ccccc3n12,6,-4,-1,60*,2,-3,7,89*,-4
NS(=O)(=O)c1ccc(CCNC(=O)CNC(=O)C2CCCCC2)cc1,3,1,-3,3,-6,8,6,-6,-4
Cc1[nH]c2ccccc2c1C(=O)C(=O)NCCCc1ccccc1,0,0,-1,7,-2,8,3,21,0
COc1ccc(CC(=O)NCc2nnc(SCC(=O)Nc3nccs3)n2-c2ccccc2)cc1,-4,-1,-8,2,2,8,-3,2,1
CN1CCN(c2nc(-c3cccnc3)nc3ccccc23)CC1,0,0,12,-4,1,2,2,2,-1
COC(=O)C1=C(C)NC(C)=C(C(=O)OC)C1c1ccc(-c2cc(Cl)ccc2Cl)o1,-16,-9,-8,-11,-4,-4,-1,-5,-11
COc1ccc(C)cc1NC(=O)Nc1ccc(Br)cn1,4,0,7,7,-5,-1,4,2,1
COc1ccc(NC(=O)NCCN2CCN(c3ccc(C)cc3)CC2)c(Cl)c1,-6,2,-4,7,1,-3,0,3,4
Cc1ccc(-c2csc(NC(=O)C3=COCCO3)n2)cc1C,-5,-3,1,4,-3,-4,-4,3,-1
Cc1cc(N2CCN(S(=O)(=O)c3ccc4c(c3)OCCO4)CC2)n2ncnc2n1,-2,2,4,-8,3,-4,-6,9,-4
Cc1cc(/C=C(\C#N)C(=O)NC2CCCCCC2)c(C)[nH]1,1,2,8,9,-5,6,1,-19,-4
CN(C)S(=O)(=O)c1ccc(NC(=S)NC(=O)Cc2ccccc2)cc1,2,2,0,-5,1,0,2,-3,0
CC(=O)OC1COC(N2CCc3ccccc32)C(OC(C)=O)C1OC(C)=O (stereo not drawn),5,3,2,-5,-2,-1,4,1,-8
Cc1cc(C)n(-c2ccc(C(=O)Nc3cccc(S(=O)(=O)N(C)C)c3)cc2)n1,4,-6,-2,0,0,3,1,1,1
CC(C)NC(=O)c1sc2nc(-c3cccs3)cc(-c3cccs3)c2c1N,-44,-30,.,.,-49,.,-13,-18,-58
CCc1ccc(-c2nc(SCC(=O)N3CCOCC3)n[nH]2)cc1,1,4,-1,4,-2,-2,3,-8,1
